Screens (PubChem)
GLS inh – qHTS for Inhibitors of Glutaminase (GLS) | Glutaminase kidney isoform, mitochondrial (Homo sapiens), O94925 | GLS enzymatic activity, qHTS titration | Potency, µM (doses to about 45.5 µM), for the others: top-dose activity change, negative = inhibition, usual class: inhibitors | actives 0.21% (n = 410,000); further: potency means the concentration at half of the fitted maximal effect; on the % scale 0 is the no-effect control and ±100 the full control effect
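Human kidney-isoform GLS in 45 mM KH2PO4 pH 8.2, 0.02% Tween-20, with compound, started with 1mM L-Glutamine (added stock). Glutamate oxidase/HRP/Amplex red coupled fluorescence read at start and after 30 min at RT.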
ERG Ets-DNA blk – qHTS for Small Molecule Inhibitors of the ERG Ets/DNA interaction. Potency, µM (doses to about 76.9 µM), without a hit: top-dose FP activity, negative = inhibition, hits mostly inhibitors. actives 0.028% (n = 370,000). fluorescence polarization, His-ERG Ets domain / labelled DNA. AID 624246, 2012; active means well fitted inhibition curve with a large enough effect in the polarisation, with a control signal flat; inconclusive means small, poorly fitted or top-dose-only effect, or effect the other way, or a change in a side signal; inactive means no such curve, though single readings can be large or run the other way; the % refers to the polarisation;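 further: polarization taken with two DNA probes labelled with fluorescein and Texas red; potency means the concentration at half of the fitted maximal effect; % of control where 0% means no effect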
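His-tagged ERG Ets domain (1 uM in the protein solution; 300mM KCl, 50mM Tris-HCl, 1mM EDTA, 1mM DTT, pH 7.5) received compound, then a probe mix of 5 nM fluorescein-DNA and 100nM Texas-615-DNA. Fluorescence polarization was read for both dyes.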
BAZ2B block – qHTS Assay for Inhibitors of BAZ2B; AID 504333, 2011; Potency, µM (doses to about 114 µM), for inactives: at the highest dose activity change, negative = inhibition, most hits filed as inhibitors; actives 4.4% (n = 360,000); AlphaScreen BAZ2B-H3K14Ac peptide displacement; Bromodomain adjacent to zinc finger domain protein 2B (Homo sapiens), Q9UIF8; further: potency means the concentration at half of the fitted maximal effect; on the % scale 0 is the no-effect control and ±100 the full control effect; nearly all actives have a fitted effect of over 60% in size
Target sequence (Q9UIF8 whole entry, looked up, the tested form may be a part): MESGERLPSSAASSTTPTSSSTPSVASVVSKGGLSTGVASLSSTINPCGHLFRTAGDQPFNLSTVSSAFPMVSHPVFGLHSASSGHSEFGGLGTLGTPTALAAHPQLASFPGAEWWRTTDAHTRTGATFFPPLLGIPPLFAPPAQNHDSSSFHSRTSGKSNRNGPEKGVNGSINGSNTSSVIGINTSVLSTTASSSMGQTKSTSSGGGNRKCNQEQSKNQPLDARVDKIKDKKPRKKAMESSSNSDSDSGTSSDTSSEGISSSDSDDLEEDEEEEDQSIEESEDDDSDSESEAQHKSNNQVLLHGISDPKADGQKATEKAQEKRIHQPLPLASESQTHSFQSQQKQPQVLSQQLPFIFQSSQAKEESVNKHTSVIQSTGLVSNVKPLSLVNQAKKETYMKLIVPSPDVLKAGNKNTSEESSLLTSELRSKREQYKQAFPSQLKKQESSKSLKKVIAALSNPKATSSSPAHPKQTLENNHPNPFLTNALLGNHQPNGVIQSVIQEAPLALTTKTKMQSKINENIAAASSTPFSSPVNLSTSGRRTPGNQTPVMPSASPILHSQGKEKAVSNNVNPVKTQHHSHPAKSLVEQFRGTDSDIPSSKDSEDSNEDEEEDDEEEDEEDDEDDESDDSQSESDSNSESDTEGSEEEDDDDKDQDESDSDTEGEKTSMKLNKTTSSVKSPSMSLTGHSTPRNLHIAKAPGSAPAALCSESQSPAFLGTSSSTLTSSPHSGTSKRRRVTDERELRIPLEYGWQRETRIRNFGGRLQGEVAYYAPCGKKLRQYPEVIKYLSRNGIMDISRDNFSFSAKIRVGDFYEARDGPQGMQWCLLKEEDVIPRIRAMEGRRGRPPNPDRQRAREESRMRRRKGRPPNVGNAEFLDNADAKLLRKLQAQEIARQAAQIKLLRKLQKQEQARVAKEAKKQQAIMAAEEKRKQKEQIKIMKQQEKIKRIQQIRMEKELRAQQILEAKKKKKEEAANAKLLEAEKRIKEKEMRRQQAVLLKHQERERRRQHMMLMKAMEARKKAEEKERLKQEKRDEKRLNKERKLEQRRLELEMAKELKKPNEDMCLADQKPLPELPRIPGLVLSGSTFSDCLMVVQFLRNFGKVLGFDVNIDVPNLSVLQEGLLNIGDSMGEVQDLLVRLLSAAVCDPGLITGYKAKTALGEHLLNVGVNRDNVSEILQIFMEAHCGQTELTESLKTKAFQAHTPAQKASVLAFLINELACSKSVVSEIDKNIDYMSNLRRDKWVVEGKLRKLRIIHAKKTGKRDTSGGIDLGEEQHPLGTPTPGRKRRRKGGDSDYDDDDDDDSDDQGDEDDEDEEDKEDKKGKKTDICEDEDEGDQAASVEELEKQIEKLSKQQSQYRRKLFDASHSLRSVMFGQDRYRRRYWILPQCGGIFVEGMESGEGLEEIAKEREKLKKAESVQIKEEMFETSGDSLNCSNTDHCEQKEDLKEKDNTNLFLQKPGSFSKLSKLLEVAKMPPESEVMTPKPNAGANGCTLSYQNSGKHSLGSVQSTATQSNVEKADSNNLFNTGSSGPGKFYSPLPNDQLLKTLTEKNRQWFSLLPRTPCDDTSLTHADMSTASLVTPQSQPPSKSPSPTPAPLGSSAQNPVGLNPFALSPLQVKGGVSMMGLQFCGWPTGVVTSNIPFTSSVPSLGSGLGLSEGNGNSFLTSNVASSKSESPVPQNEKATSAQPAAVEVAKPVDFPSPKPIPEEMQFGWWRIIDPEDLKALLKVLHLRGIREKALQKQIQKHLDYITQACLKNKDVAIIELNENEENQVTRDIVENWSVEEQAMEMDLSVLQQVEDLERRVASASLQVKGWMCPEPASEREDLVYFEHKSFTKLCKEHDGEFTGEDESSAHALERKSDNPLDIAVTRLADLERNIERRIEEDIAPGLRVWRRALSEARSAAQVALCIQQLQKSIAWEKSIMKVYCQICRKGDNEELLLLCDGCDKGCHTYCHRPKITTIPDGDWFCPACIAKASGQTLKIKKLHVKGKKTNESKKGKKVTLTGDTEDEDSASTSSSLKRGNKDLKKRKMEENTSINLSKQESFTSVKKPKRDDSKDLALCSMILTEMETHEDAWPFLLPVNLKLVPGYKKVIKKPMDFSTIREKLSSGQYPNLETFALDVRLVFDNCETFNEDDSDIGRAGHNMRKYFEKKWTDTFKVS
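AlphaScreen luminescence quantifies BAZ2B engagement of H3K14Ac peptide; the protein and biotinylated peptide are both at 50 nM final, buffer PBS pH 7.4 with 0.01% Tween-20, all steps at room temperature.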
RGS4 inhibitor – Inhibitors of Regulator of G Protein Signaling (RGS) 4: qHTS | actives 0.039% (n = 390,000) | Transcreener GDP fluorescence polarization, RGS4-accelerated GTP hydrolysis | Potency, µM (top dose mostly 114 µM), without a hit: at the highest dose activity change, negative = inhibition, most hits filed as inhibitors | Regulator of G-protein signaling 4 (Homo sapiens), P49798; further: potency means the concentration at half of the fitted maximal effect; on the % scale 0 is the no-effect control and ±100 the full control effect; nearly all actives have a fitted effect of over 75% in size; some results filed as inactive show a strong effect at the top dose
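MLSMR compounds (23 nl, pin-transferred) preincubated 10 min at room temperature with a 500nM (2x) first reagent, then RGS4 at 900nM (2x) plus Transcreener GDP mix added; fluorescence polarization (620/688 nm) read before and after 90 min at 30 °C.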
ALOX12 inh – Primary qHTS assay for inhibitors of human arachidonate 12S-lipoxygenase (ALOX12): Round 2; Polyunsaturated fatty acid lipoxygenase ALOX12 (Homo sapiens), P18054; purified 12hLO, xylenol orange hydroperoxide absorbance; Potency, µM (highest dose often 108 µM), inactives show at the top dose activity change, negative = inhibition, hits mostly inhibitors; actives 1.1% (n = 580,000); further: potency means the concentration at half of the fitted maximal effect; on the % scale 0 is the no-effect control and ±100 the full control effect
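Hydroperoxide product was detected by ferrous iron/xylenol orange as the 573 to 405 nm absorbance ratio. Arachidonic acid at 40 uM (final) was turned over for 30 min at room temperature by 150 nM human 12hLO, pH 7.0 Hepes buffer, after 15 min compound preincubation.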
HP1b chromo inh – HTS for Inhibitors of HP1-beta Chromodomain Interactions with Methylated Histone Tails | actives 0.56% (n = 390,000) | AID 540317, 2011 | AlphaScreen HP1-beta / biotin-H3K9me3 peptide binding | Potency, µM (titrated, usually from 114 µM), for inactives: at the highest dose activity change, negative = inhibition, actives largely listed as inhibitors; further: potency means the concentration at half of the fitted maximal effect; nearly all actives have a fitted effect of over 70% in size; inactives centre near 23
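Compound inhibition of the preformed complex between 50 nM HP1-beta and 50 nM biotinylated H3K9me3 peptide was read by AlphaScreen. Buffer was PBS pH 7.4 with 0.01% Tween-20. Incubations ran 30 min at room temperature, with 10 ug/mL donor/acceptor beads.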
JMJD2A Tudor – qHTS Assay for Inhibitors of JMJD2A-Tudor Domain | actives 4.4% (n = 390,000) | AlphaScreen JMJD2A-Tudor / H3K4me3 peptide binding | Potency, µM (titrated, usually from 114 µM), without a hit: at the highest dose activity change, negative = inhibition, hits mostly inhibitors | Lysine-specific demethylase 4A (Homo sapiens), O75164; further: potency means the concentration at half of the fitted maximal effect; on the % scale 0 is the no-effect control and ±100 the full control effect; nearly all actives have a fitted effect of over 50% in size
G9a inh – qHTS Assay for Inhibitors of Histone Lysine Methyltransferase G9a | G9a H3K9 monomethylation, AlphaScreen, 2 h | Potency, µM (top dose mostly 102 µM), for the others: top-dose activity, negative = inhibition, hits mostly inhibitors | actives 8.8% (n = 350,000) | AID 504332, 2011; further: potency means the concentration at half of the fitted maximal effect; on the % scale 0 is the no-effect control and ±100 the full control effect; nearly all actives have a fitted effect of over 75% in size
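AlphaScreen read-out: biotin-H3K9 peptide (500 nM) methylation by 20 nM enzyme with 20 uM SAM, 2 h at room temperature after 15 min compound preincubation; anti-monomethyl H3K9 antibody plus donor/acceptor beads, 10 min dark.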
PI4K2A inh – qHTS for small molecular inhibitors of PI4K2A | Phosphatidylinositol 4-kinase type 2-alpha (Homo sapiens), Q9BTU6 | purified PI4K2A, ADP-Glo luminescence, 1 h; active compounds read low | activity change, negative = inhibition, % at 76.9 µM | actives 0.13% (n = 420,000); in the data active means activity change below about -50%; inconclusive means mostly about -30% to -49%;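 further: -100% = wells without enzyme as full effect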
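Compounds are screened against recombinant PI4K2A using PI as substrate and ATP, the latter dispensed at 300 microM. Reactions run one hour at ambient temperature before ADP-Glo detection; full inhibition defined by wells lacking enzyme.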
The depositor's hits bear a star; u = inconclusive; x = no result given; [ ] = dose if it differs, or a comment. Unless noted, the call rests on the fitted dose curve; in most records, active means well fitted curve in the direction sought with a large enough effect; inconclusive means small, poorly fitted or top-dose-only effect, or another doubt; inactive means no such curve, though single readings can be large; an effect the other way counts as inactive or inconclusive. Not all compounds are listed; count on the stated rates, not on these rows.

no.	structure	G9a inh	PI4K2A inh	HP1b chromo inh	BAZ2B block	ALOX12 inh	RGS4 inhibitor	JMJD2A Tudor	GLS inh	ERG Ets-DNA blk
1	Nc1c(N(CCO)C(=O)/C=C/c2ccco2)c(=O)[nH]c(=O)n1Cc1ccccc1	-13%	0	59%[activator]	-14%	u	-11%[56.9 µM]	-5%	-3%	5%
2	CCC(=O)N1CCc2cc(S(=O)(=O)NC(Cc3ccccc3)C(=O)NCc3ccc(F)cc3)ccc21 (stereo not drawn)	8%[59 µM]	1	34%[activator]	x	7%	-16%	-12%	1%	1%
3	O=C(Oc1ccc(C(=S)N2CCOCC2)cc1)c1ccccc1[N+](=O)[O-]	x	8	-4%	-10%	14%	-28%	-27%	-7%	-3%
4	O=C1C2CCCN2C(=O)N1CCCN1CCN(c2cccc(Cl)c2)CC1 (stereo not drawn)	15%[59 µM]	-3	32%	1%	-15%	-15%	-13%	1%	-6%
5	O=C(CSc1nnc(C2CC2)n1-c1ccccc1)Nc1ccc(N2CCOCC2)cc1	56µM*	-1	26%	-30%	0%	8%	-12%	46%[activator]	0%
6	CC(=O)N1CCN(C(=O)c2ccc(S(=O)(=O)Nc3ccccc3Cl)cc2)CC1	-1%	0	-5%	-5%	0%	12%	-10%	-5%	6%
7	COCC(=O)N/N=C/c1c(C)[nH]n(-c2ccccc2)c1=O	9%	u	21%	22%	-23%	0%	79µM*	2%	12%
8	CC1(C)CC(NS(=O)(=O)OCC(Cl)(Cl)Cl)c2cc(C#N)ccc2O1 (stereo not drawn)	-1%	-5	22%	0%	u	u	32µM*	34%[activator]	3%
9	CC1CN=C2C(C(=O)Nc3ccccc3)=C(O)CC(c3ccccc3)N21 (stereo not drawn)	12%[59 µM]	0	3%	-5%	0%	-35%	-6%	0%	1%
10	CCC(=O)N1CCc2cc(CNC(=O)Nc3ccc(OC)cc3OC)ccc21	-3%[59 µM]	5	1%[57 µM]	-8%	-25%	18%	-18%	-10%	3%
11	COC(=O)c1ccc(NC(=O)C2CC(=O)OC2c2ccccc2)cc1 (stereo not drawn)	13%[59 µM]	2	-1%	-8%	122%[activator]	12%	-19%	33%[activator]	13%
12	O=C(O)CCc1ccc(-c2cccs2)n1-c1ccc(C(=O)O)cc1	14µM*	1	8%	-39%	u	u	u	25%	8%
13	CC1CCCCC12NC(=O)N(CC(=O)N1CCN(S(=O)(=O)c3cccs3)CC1)C2=O (stereo not drawn)	u	2	24%	7%	3%	-21%	-4%	-4%	0%
14	CC(C)(OC(=O)c1ccc(C(F)(F)F)cc1)c1cc2ccccc2c(=O)o1	-5%[0.501 µM]	-2	59%[activator]	20%	1%	-5%	11%	1%	2%
15	CCCCSc1n[nH]c(N)n1	u	7	32%	-3%	3%	-2%	-4%	61%[activator]	6%
16	O=C(CSC1=NCCS1)NCc1ccco1	12%[12.7 µM]	-17	-12%	6%	0%	-34%[11.4 µM]	18µM*	u	-5%
17	C(=C\c1ccccc1)/CNn1cnnc1	-3%[59 µM]	4	27%	4%	-12%	-4%	-1%[57.1 µM]	2%	-1%
18	COc1ccc(N2CCN(CCCNC(=O)Cn3c(-c4cccs4)cc4ccccc43)CC2)cc1	10µM*	0	-31%	u	-19%	-10%	18µM*	20%	-1%
19	NC(=O)c1cc(C(=O)c2ccccc2Cl)c[nH]1	40%[activator][12.7 µM]	0	21%	-20%	-13%	15%	-8%	8%	6%
20	CCn1cc(/C=N\NC(=O)Cc2ccc(Cl)cc2)cn1	u	3	18%	6%	8%	9%	-3%	15%	x
21	Cc1ccc(C(=O)CSc2nc(C)cc(=O)[nH]2)cc1	50µM*	-3	61%[activator]	-3%	u	u	-14%	-1%	-5%
22	O=C(NCCCn1ccnc1)c1cc2ccccc2oc1=O	-2%	1	14%	-14%	22%	-24%	-8%	-6%	-1%
23	CSc1ncccc1C(=O)OCc1ccccc1Cl	291%[activator]	3	247%[activator]	324%[activator]	-2%	11%	224%[activator]	0%	2%
24	Cc1ccc(S(=O)(=O)NCc2nc3ccccc3[nH]2)cc1	u	-7	44%[activator]	-3%	19%[57.4 µM]	-21%	-18%	5%	2%
25	O=C(O)C1CSC2c3ccccc3C(=O)N12 (stereo not drawn)	u	-2	56%[activator]	12%	-18%[57.4 µM]	-23%	-26%	-21%	x
26	COc1ccc(NC(=O)CCn2nc(-c3ccccc3OC)c3c(C)cc(C)nc32)cc1	2%[59 µM]	8	9%	-10%	0%	-7%	-25%	-11%	-1%
27	Cc1sc2c(c1C)C(=O)/C(=C\Nc1ccccn1)S(=O)(=O)N2C	6%	-1	23%	8%	63%[activator]	11%	1%	-9%	-4%
28	CC(C)CNS(=O)(=O)c1ccc(CCC(=O)O)cc1	-10%[12.7 µM]	-5	21%	-3%	3%	1%	-12%	5%	7%
29	O=C(CN(c1ccccc1Cl)S(=O)(=O)c1ccccc1)N/N=C/c1ccccc1C(=O)O	u	4	38%[activator]	-24%	15%	-17%	-8%	4%	0%
30	O=C(CCSCc1ccccc1F)NCc1ccc(F)cc1	20%	0	13%	6%	2%	5%	-7%	1%	2%
31	Cc1nc(SCC(=O)N2CCC(Cc3ccccc3)CC2)[nH]c(=O)c1C	u	-2	11%	-3%	-20%	-6%	-17%	0%	4%
32	CC(C)=CCC/C(C)=C/C(N)=O	18%	4	17%[57 µM]	-37%	4%	4%	-8%	13%	4%
33	CC1(C(=O)Nc2ccc(S(=O)(=O)Nc3ncccn3)cc2)CCCC1	x	6	29%	x	-14%	3%	-2%	-7%	9%
34	CC(C)c1ccc(NC(=O)C2C3C=CC(CC3)C2C(=O)O)cc1 (stereo not drawn)	x	-1	15%	x	142%[activator]	12%	-16%	-13%	7%
35	O=c1c2ccccc2nc2n1CCC2O (stereo not drawn)	-41%[59 µM]	0	21%	-3%	4%	15%	-20%	4%	3%
36	O=C(NCCCCCCNC(=O)C1CCCC1)C1CCCC1	26%[59 µM]	-1	36%	8%	-19%	-45%	7%	3%	-8%
37	CCC(C)NC(=O)CN1C(=O)c2cccnc2Sc2ccccc21 (stereo not drawn)	3%[59 µM]	-9	67%[activator]	-33%	-8%	-42%	1%	0%	3%
38	O=C(C(Cc1ccccc1)n1cccc1)N1CCN(c2cccc(Cl)c2)CC1 (stereo not drawn)	u	-6	23%	-34%	-24%	-9%	-18%	0%	19%
39	Cc1ccc2oc(=O)c3cnn(CC(=O)NCCCOC(C)C)c3c2c1	u	-5	54%	-5%	14%	-13%	-9%	-5%	-14%
40	CCOc1ccc2nc(NC(=O)C3CCCN(S(=O)(=O)c4cccc5nonc45)C3)sc2c1 (stereo not drawn)	-8%	5	-1%	-28%	20%	-22%	-29%	0%	12%
41	Cc1occc1-c1nnc(SCc2nnc(-c3ccc(Cl)cc3)o2)n1C	79µM*	-5	u	-21%	0%	-44%[11.4 µM]	-35%[11.4 µM]	u	-6%
42	Nc1sc(-c2ccccc2)n[n+]1Cc1cccc2cccnc12	1%[12.7 µM]	3	36%	-27%	15%	1%	-11%	2%	7%
43	O=C(Nc1ccc2c(c1)OCCO2)C1CCN(c2ncccn2)CC1	6%	1	42%[activator]	-11%	-9%	-11%	1%	-21%	1%
44	COc1ccccc1/C=C\C=N\NC(=O)CCn1nnc2ccccc21	-5%[59 µM]	-1	17%	-29%	2%	6%	-23%	0%	-14%
45	COc1ccc(CN2C(=O)C(Cc3ccccc3)Nc3ncnc(N4CCCCC4)c32)cc1 (stereo not drawn)	u	-4	54%[activator]	u	x	-24%	-26%	4%	1%
46	O=C(NCCN1CCc2ccccc2C1)C1CCN(S(=O)(=O)N2CCCCC2)CC1	50µM*	0	1%	u	7%	7%	u	19%	x
47	COc1ccc(C2NC(=S)N(c3ccccc3)C(C)=C2C(=O)Nc2ccccc2)cc1 (stereo not drawn)	u	-10	-6%	1%	u	26%	-25%	19%	-1%
48	Cn1c(C2=C(O)CN(c3ccc4c(c3)OCCO4)C2=N)nc2ccccc21	0%	0	13%	4%	24%	16%	-12%	21%	x
49	COc1ccc(NC(=O)Cn2cnc3ccc(S(=O)(=O)N4CCC(C)CC4)cc3c2=O)cc1OC	-16%[59 µM]	3	21%	-37%	-28%	5%	-12%	9%	1%
50	NC(=O)COC(=O)/C=C/c1ccc(S(=O)(=O)N2CCCCCC2)cc1	-39%	-1	29%	x	-11%	-3%	-12%	-6%	-5%

Rewritten with two lines to a compound: entries from further up
Screens in order – G9a inh	PI4K2A inh	HP1b chromo inh	BAZ2B block	ALOX12 inh	RGS4 inhibitor	JMJD2A Tudor	GLS inh	ERG Ets-DNA blk
(36) O=C(NCCCCCCNC(=O)C1CCCC1)C1CCCC1
→ 26%[59 µM]	-1	36%	8%	-19%	-45%	7%	3%	-8%
(37) CCC(C)NC(=O)CN1C(=O)c2cccnc2Sc2ccccc21 (stereo not drawn)
→ 3%[59 µM]	-9	67%[activator]	-33%	-8%	-42%	1%	0%	3%
